# Yeast life ext: yeast lifespan extension. S. cerevisiae growth with nicotinamide, OD615; deaD strain in restrictive glucose medium. inhibition of the nicotinamide effect, % at 10 µM. hit rate 0.68% among 130,000. AID 775;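 active means inhibition above a set limit, placed 3 SD over the median of all compounds, cut at about 26% in these data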;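 further: 0% = nicotinamide-treated wells and 100% = cells grown without nicotinamide; some compounds called inactive have numbers as strong as hits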
#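 Assay system: engineered S. cerevisiae DeaD replicative-lifespan strain, galactose-grown log-phase cells; medium: restrictive CSMM-D dextrose medium; also added: nicotinamide, 1.5 mM, co-present with compound; schedule: 48 h compound exposure at 30 °C, humidified; detection: absorbance at 615 nm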
# GALR2 antag: antagonists of human galanin receptor 2 (GALR2) | O43603 | GALR2-expressing cells, antagonist mode | inhibition, % at 4 µM | hit rate 0.39% among 140,000; in the data active means inhibition above about 27%;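 further: cells stimulated with galanin 1-16 at roughly its EC80; 0% = agonist challenge control and 100% = basal control without agonist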
# Target sequence (O43603 whole entry, looked up): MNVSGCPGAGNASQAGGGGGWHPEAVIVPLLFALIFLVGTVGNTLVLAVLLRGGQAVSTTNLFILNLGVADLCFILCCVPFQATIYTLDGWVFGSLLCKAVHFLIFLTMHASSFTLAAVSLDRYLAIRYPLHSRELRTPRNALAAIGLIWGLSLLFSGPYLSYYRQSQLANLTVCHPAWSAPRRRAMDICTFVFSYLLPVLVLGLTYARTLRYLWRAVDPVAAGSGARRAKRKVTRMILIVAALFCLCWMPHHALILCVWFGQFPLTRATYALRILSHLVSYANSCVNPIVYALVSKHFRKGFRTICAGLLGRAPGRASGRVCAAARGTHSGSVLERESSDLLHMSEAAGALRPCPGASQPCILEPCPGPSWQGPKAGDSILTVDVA
# E-sel TNF inh: TNF alpha driven E-selectin expression inhibition. hit rate 0.71% among 120,000. inhibition, % at 2 µM. HUVEC TNFa-induced E-selectin immunofluorescence, high content;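 active means inhibition above the batch mean plus 3 SD, and confirmed as a hit on visual image review, cut at about 43% in these data; inconclusive means passes the inhibition cutoff but fails visual image review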;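 further: 0% = TNF-stimulated DMSO wells and 100% = unstimulated control wells; not every result past the cut was called active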
# Phagocyt inh: macrophage phagocytosis inhibition. AID 1029. inhibition, % at 5 µM. hit rate 0.07% among 110,000. J774A.1 macrophage IgG-bead phagocytosis, imaging;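 active means inhibition above the mean of the plate negative controls plus 5 SD, cut at about 13% in these data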;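 further: phagocytic index as fraction of beads internalized from green versus red external bead signal; plate controls were DMSO negative control for no effect and cytochalasin-D positive control for full effect; some results beyond the cut were filed as inactive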
# NPY Y2 blocker: NPY-Y2 (human) receptor antagonism | hit rate 0.99% among 140,000 | NPY-Y2 expressing cells, antagonist mode | inhibition, % at 2.7 µM | P49146; in the data active means inhibition above about 17%;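 further: 0% = vehicle with agonist challenge and 100% = reference antagonist with challenge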
# Target sequence (P49146 whole entry, looked up): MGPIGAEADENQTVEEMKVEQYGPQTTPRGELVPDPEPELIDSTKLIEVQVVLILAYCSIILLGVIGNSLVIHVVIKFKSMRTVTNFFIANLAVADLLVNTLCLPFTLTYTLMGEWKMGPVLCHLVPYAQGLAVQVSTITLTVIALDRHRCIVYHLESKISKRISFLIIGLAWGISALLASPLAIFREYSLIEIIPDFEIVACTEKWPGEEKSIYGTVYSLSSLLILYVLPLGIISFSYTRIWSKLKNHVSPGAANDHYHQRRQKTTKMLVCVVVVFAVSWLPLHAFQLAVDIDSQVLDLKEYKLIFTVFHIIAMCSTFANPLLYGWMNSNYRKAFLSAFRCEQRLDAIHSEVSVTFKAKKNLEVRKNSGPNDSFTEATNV
# Measles CPE: protection of cells from measles virus | Measles virus-infected cells, CPE protection, absorbance | protection (pct of control), % at 4 µM | hit rate 1.5% among 140,000 | AID 841; in the data active means protection mostly above about 24%, no sharp cut-off; inactive means mostly below about 26%; further: some compounds called inactive have numbers as strong as hits
# Yeast growth inh: chemicals that inhibit yeast BB579 growth in restrictive medium (lifespan-shortening candidates). hit rate 0.51% among 140,000. inhibition, % at 10 µM. S. cerevisiae BB579 growth, OD615, 48 h;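 active means inhibition above a set limit, 3 SD over the mean compound inhibition, cut at about 44% in these data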; further: inactives centre near -24
#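 Test system: S. cerevisiae DeaD strain BB579 yeast; Medium: restrictive CSMM-D medium; Compound: one dose, 10 µM compound with 0.25% DMSO; Incubation: 4 h cell preincubation, 48 h compound exposure, 30 °C humidified; Signal: OD at 615 nm; Benchmarks: amphotericin B at 10 µg/mL as positive control.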
# MRP1 act: MRP-1 activation; H69AR cells + doxorubicin, viability rescue, CellTiter-Glo; viability increase, % at 10 µM; hit rate 0.61% among 140,000; AID 799;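 active means viability gain under doxorubicin at or above a set limit, the compound median plus 3 SD, cut at about 4.7% in these data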;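 further: MRP-1 overexpressing cells given doxorubicin 25 µM after compound pretreatment; 18-22 h compound pretreatment then 72 h with doxorubicin before readout; 0% = doxorubicin-only wells and 100% = vehicle-treated cells without doxorubicin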
# PTEN del growth: growth suppressors of cells with PTEN tumor suppressor deletion | HCT116 PTEN-null viability, CellTiter-Glo, 60 h; active compounds read low | viability, % at 10 µM | hit rate 1.2% among 140,000;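 active means viability at or below a set limit, 4 SD under the median of all tested compounds, cut at about 3.7% in these data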;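 further: PTEN knockout HCT116 line with beta catenin targeted HCT116 as companion control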
# HCT116 bCat-KO: beta-catenin-lacking colon tumor cell growth suppression; HCT116 beta-catenin knockout viability, CellTiter-Glo, 60 h; active compounds read low; viability, % at 10 µM; hit rate 1.5% among 140,000; AID 818;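 active means viability at or under a set limit, the compound median less 4 SD, cut at about 6% in these data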;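 further: 0% = Hyamine 1622 control at 20 µM and 100% = untreated cell control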
# An asterisk follows results filed as active; ? = inconclusive; . = not tested or not shown.
SMILES,Yeast life ext,GALR2 antag,E-sel TNF inh,Phagocyt inh,NPY Y2 blocker,Measles CPE,Yeast growth inh,MRP1 act,PTEN del growth,HCT116 bCat-KO
Cc1cc(C(=O)CN2C(=O)NC(C)(c3cccc(Br)c3)C2=O)c(C)n1Cc1ccco1 (stereo not given),-13,-4,.,0,-2,2,-4,-0.1,3.4*,1.8*
CCOc1[nH]c(/N=C/c2ccco2)c(C#N)c1C#N,-5,2,-6,0,0,11,-27,-0.2,104,104
COc1ccc2cc(CN(C(=O)Nc3ccccc3)C3CCCC3)c(=O)[nH]c2c1,-7,11,.,0,1,21,-32,-1.4,77,85
Cc1c(/C=N\NC(=O)C2COc3ccc(C(C)(C)C)cc3O2)c2ccccc2n1C (stereo not given),-3,11,.,-13,0,.,-44,-5.1,42,71
CCOC(=O)c1cc(CC)sc1NC(=O)c1ccc2c(c1)OCCO2,-12,-23,.,0,3,6,-9,2.3,90,97
S=C(Nc1ccccn1)c1ccccn1,-11,8,-20,-1,2,.,-6,-3.1,1.8*,1.9*
OC(c1ccccc1)(c1ccc(F)cc1)C(c1ccccc1)N1CCOCC1 (stereo not given),1,6,-9,.,2,2,-60,-1.9,53,58
O=C1N(Cc2ccc(F)cc2Cl)c2ccccc2C12OCCCO2,9,-16,16,0,8,13,-23,-0.6,73,89
Cc1cccc(OCCCC(=O)NCCc2ccccc2)c1,-5,-6,.,-2,8,12,0,1.7,93,91
O=C(Nc1nc(-c2ccc3ccccc3c2)cs1)C1CCN(S(=O)(=O)c2cccs2)CC1,0,12,8,-3,-1,2,7,-0.4,67,64
CC(C)(C)NC(=O)COC(=O)c1ccc(O)cc1,-2,2,26,.,1,14,-18,-1.4,95,96
CC1CN(C(=O)CN2C(=O)NC(C)(c3ccccc3)C2=O)CC(C)O1 (stereo not given),-6,8,-44,-1,0,32,-40,0.3,104,102
CCC(=O)N1CCN(c2ccccc2NC(=O)COc2cccc(C)c2)CC1,-2,-1,6,0,12,6,-18,-4.8,80,86
Cc1ccc(NC(=S)N(CCCN2CCOCC2)Cc2ccccn2)cc1,-1,0,10,1,1,20,-7,-2.0,103,99
CCn1c(=O)cc(SCC(=O)NCc2ccc(C)cc2)c2ccccc21,-25,-1,8,0,7,32,-28,0.5,96,112
COc1ccc(/C=c2/sc3n(c2=O)C(c2ccccc2OC)C2=C(N=3)c3ccccc3CC2)cc1O (stereo not given),-12,22,3,0,1,5,-33,-6.0,15,13
Oc1c(C(c2ccco2)N2CCC3(CC2)OCCO3)sc2ncnn12 (stereo not given),-7,0,.,1,3,25,0,0.1,101,87
Cc1nc(CCN2C(=O)c3ccccc3C2=O)cs1,-18,9,2,.,-1,7,-32,-0.4,91,110
Cc1nnc(NC(=O)c2cccc(Br)c2)s1,-14,-15,4,-1,0,5,-18,1.6,82,86
Cc1ccc(NC(=O)Nc2sc(=S)n(C)c2C)cc1,-3,0,7,-2,0,1,-48,-4.1,98,95
CCOCc1nnc(NC(=O)CCc2ccccc2)s1,-12,-7,?,0,2,11,-23,-1.0,92,92
CCc1nnc(NC(=O)CSc2nc3cc4c(cc3cc2C)OCCO4)s1,-7,5,28,.,3,4,-44,-2.5,84,103
CCOc1ccccc1Nc1nnc(SCC(=O)N2CCCC2)s1,-16,11,-25,0,1,4,-9,-0.9,100,104
Cc1nc(C)c(C(=O)C2=C(O)C(=O)N(CCCn3ccnc3)C2c2ccc(Cl)cc2)s1 (stereo not given),-5,-1,.,0,1,6,20,-2.1,87,81
CCCc1cc(=O)[nH]c(SCC(=O)N(CC)Cc2ccccc2)n1,-6,0,.,0,1,23,0,-0.5,99,106

# Laid out differently: 2 of the compounds above.
smiles	Yeast life ext	GALR2 antag	E-sel TNF inh	Phagocyt inh	NPY Y2 blocker	Measles CPE	Yeast growth inh	MRP1 act	PTEN del growth	HCT116 bCat-KO
O=C1N(Cc2ccc(F)cc2Cl)c2ccccc2C12OCCCO2	9	-16	16	0	8	13	-23	-0.6	73	89
CCOc1ccccc1Nc1nnc(SCC(=O)N2CCCC2)s1	-16	11	-25	0	1	4	-9	-0.9	100	104

# Next entries:
SMILES,Yeast life ext,GALR2 antag,E-sel TNF inh,Phagocyt inh,NPY Y2 blocker,Measles CPE,Yeast growth inh,MRP1 act,PTEN del growth,HCT116 bCat-KO
Cc1cc(C)c2nc(NC(=O)c3cccc(S(=O)(=O)N4CCc5ccccc54)c3)sc2c1,0,-12,.,-5,4,6,-39,1.4,72,77
CCN(CC)c1cc(C(F)(F)F)nc(-c2ccccn2)n1,-1,-3,15,.,2,13,-51,-2.7,96,92
CCc1ccc(CNn2cnnc2SCC(=O)NC(C)(C)C)cc1,.,2,-17,.,-1,9,-10,-0.8,84,94
COc1ccccc1CNn1c(-c2cccc(C)c2)nc2ccccc2c1=O,19,-6,-16,-1,7,6,-35,-0.6,32,42
NC(=O)c1c(-c2ccc(Cl)cc2Cl)csc1NC(=O)Cc1ccccc1,5,34*,.,-3,7,19,-24,1.0,62,56
CCOC(=O)C(C)Sc1ncc(OC)c(=O)[nH]1 (stereo not given),-7,8,4,0,2,8,-28,-0.7,105,101
CN(C)C1NC(=O)c2cc(-c3ccccc3)sc2N1 (stereo not given),-4,1,.,4,-1,15,-14,1.0,102,103
CC(C)Cc1nc2sc3c(=O)n(N)cnc3c2c2c1COC(C)(C)C2,-2,0,9,0,7,6,14,-2.8,90,92
CS(=O)(=O)Nc1ccc(C2=NN(C(=O)C3CCCCC3)C(c3cccs3)C2)cc1 (stereo not given),-5,-6,.,-6,-1,10,1,-4.0,53,63
O=C(CSc1nncs1)Nc1cc(-c2ccccc2)nn1-c1ccccc1,-2,7,2,-3,3,31,-44,0.5,90,97
COc1ccc(O)c(C(=O)CC(=O)c2ccc(F)cc2)c1,-22,-8,.,-1,1,8,-2,-6.3,57,68
O=C(/C(=C\c1ccccc1)c1nc2ccccc2[nH]1)c1ccc(Cl)cc1,7,13,.,0,1,3,-45,-6.4,1.9*,2.2*
COC(=O)c1ccc(NC(C)=O)o1,-12,-5,-57,.,2,18,0,-1.4,94,93
Cc1cc(C)n(CC(O)COCc2ccccc2)n1 (stereo not given),-3,-6,17,3,0,11,-28,-1.3,97,89
O=C(Oc1ccc(N(Cc2cccs2)C2=NS(=O)(=O)c3ccccc32)cc1)c1ccccc1F,-2,1,20,0,4,28*,-65,0.2,93,92
Oc1ccccc1N=Cc1sc2ccccc2c1Cl,1,10,-11,-17,2,10,16,-5.0,61,54
c1ccc(N2CCN(c3ncnc4sc5c(c34)CCC5)CC2)cc1,-10,-5,-1,-1,1,37,-15,-0.6,75,72
Cn1c(NCCCO)nc2ccccc21,-1,8,-30,-1,6,4,-51,-0.2,104,95
CCc1nc(Sc2nnnn2-c2ccccc2)c2c3c(sc2n1)CCCC3,-2,-4,.,-3,8,4,-18,-4.3,3.1*,4.9*
Cc1csc(SCCn2c(N3CCN(c4ccccc4)CC3)nc3c2c(=O)[nH]c(=O)n3C)n1,-7,-7,28,.,-1,7,-18,-3.7,79,85
COC(=O)c1cn(C(=O)c2ccc(Br)o2)c2ccccc12,-16,-6,-11,1,1,3,-33,0.5,109,119
Cc1nc(N2CCCC2)c2nnn(Cc3ccccc3Cl)c2n1,3,6,4,-1,3,6,-32,-1.0,92,92
CCOc1cc(C(=O)NCCOC)cc(OCC)c1OCC,-9,2,.,-1,1,3,-36,-0.6,95,85
CCOC(=O)c1ccc(NC(=O)C(CC)(CC)C(=O)OCC)cc1,-9,8,-42,-1,1,4,-31,2.9,93,92
O=C(c1ccc(Cl)s1)N1CCOCC1,-8,-3,-52,0,0,3,-53,-0.9,95,88

# Carrying on.
SMILES,Yeast life ext,GALR2 antag,E-sel TNF inh,Phagocyt inh,NPY Y2 blocker,Measles CPE,Yeast growth inh,MRP1 act,PTEN del growth,HCT116 bCat-KO
CC(C)(C)NC(=O)COc1ccc(CNCc2cccs2)cc1,-5,-3,-27,-5,4,4,-27,-3.0,91,88
COc1cc(/C=N/NC(=O)c2cccnc2)ccc1OCC(=O)Nc1ccc(C)cc1,-3,9,.,3,-1,6,-34,1.5,97,105
C[C@@H]1C=C[C@](Cc2ccccc2)(C(=O)NCC2CC2)N1C(=O)c1ccccc1,4,3,-20,.,0,8,-28,-0.2,84,84
CC1CC(Nc2ccccc2)=NC1(C)C (stereo not given),6,16,4,2,3,5,-29,-2.2,84,88
C[C@@H](O)[C@@H]1NC(=O)c2cc([N+](=O)[O-])cc(I)c2NCC[C@@H](C(N)=O)NC(=O)CNC1=O,3,-11,-5,.,1,9,-38,-1.3,92,96
CC(C)n1nnnc1-c1cccc(Cl)c1,-6,-10,-40,1,1,18,-21,-1.1,98,90
CCOC(=O)C1=C(C)Nc2ncnn2C1/C=C/c1ccccc1 (stereo not given),0,2,3,0,2,12,-58,-2.3,73,81
COc1ccc(OC)c(NC(=O)CC2SC(=Nc3ccccc3)N(CCc3ccccn3)C2=O)c1 (stereo not given),-1,9,-10,-12,1,5,-23,3.7,77,88
COc1ccc(F)cc1S(=O)(=O)NCc1ccccc1,4,-8,.,-3,0,10,1,0.5,100,95
CNC(=O)C1CCC(=O)N1Cc1ccccc1Cl (stereo not given),-2,-3,2,.,0,8,-5,-1.4,101,90
O=S(=O)(NCC(c1cccnc1)N1CCN(c2ccccc2)CC1)c1cc(F)ccc1F (stereo not given),-8,0,3,-1,1,21,-53,-1.8,104,94
O=C(CSc1nnc(CCCN2C(=O)c3cccc4cccc(c34)C2=O)n1-c1ccccc1)N1CCN(CCO)CC1,-2,-12,.,-1,3,4,11,-1.9,100,95
Cc1cc(-c2cccs2)c2c(N)c(C(=O)c3ccc4c(c3)OCO4)sc2n1,-6,19,-6,0,-1,15,-16,-0.3,81,90
C/C(=N\N=C(/N)SC1CC(=O)N(c2ccc(Br)cc2)C1=O)c1cccs1 (stereo not given),-16,0,-40,0,-4,17,-40,-0.2,89,81
O=C(CNC(=O)c1ccco1)NCC(=O)OCc1ccc(C(=O)Oc2ccc(Cl)cc2)cc1,-5,3,29,0,2,4,-43,1.1,92,96
Cc1cc([N+](=O)[O-])nn1CC(=O)Nc1ccc(Cc2ccncc2)cc1,3,4,.,-3,-1,4,-37,3.2,96,82
C=CCc1cc(Cl)ccc1OCCNCCCOC,2,2,19,-7,5,8,-14,-2.2,95,99
COC(=O)c1cc(OC)c(OC)cc1NC(=O)Nc1ccc(OC)cc1,-7,-16,2,-1,1,6,10,-0.9,93,96
Cc1sc2nc(CSc3ccccc3)nc(NCCN(C)C)c2c1C,4,-1,-48,0,9,6,-32,-4.1,55,46
CCC(=O)N1c2ccccc2NC2=C(C(=O)CC(c3ccco3)C2)C1c1ccco1 (stereo not given),-12,2,-4,-3,6,26,-33,-0.7,109,98
COc1ccccc1N1CCN(C(=O)C(=O)N/N=C/c2cccc(O)c2)CC1,-2,11,-14,1,1,6,-31,-1.1,99,91

# Hits appear at their usual frequency; 6.3% or so of the library scored in one or more.
